Compound activity: PubChem BioAssay, several laboratories
TNAP act hiacc: TNAP activators at high phosphate acceptor level, primary screen, biochemical, luminescence, uHTS. purified TNAP, CDP-star luminescence, 1 M DEA, 30 min; hits give high values; 0 = EDTA background, 1 = DMSO-only activity. activation factor at 20 µM. AID 1136, 2008. 200,000 tested, under 10 active;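 active = activation factor at least 2 at 20 µM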
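system = human TNAP | amount = enzyme diluted 1/800 final | reagent = 100 µM CDP-star substrate | signal = luminescent substrate turnover signal | dosing = one dose, 20 µM | benchmarks = EDTA negative control, DMSO positive control | measure = activation factor | timing = 30 min reaction, room temperature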
STAT3 activator: IL-6 driven STAT3 reporter potentiators, primary screen, U3A cells, luciferase, luminescence, MLSCN library; IL-6 STAT3-luciferase reporter; 100% = signal with IL-6 EC80 alone; actives 0.91% (n = 190,000); activation (% of control), % at 5.6 µM;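 active = activation above the screen-wide mean of compound activation plus 3 SD, cut at about 130% in these data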;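 also: 0% = background luminescence of wells with medium and substrate only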
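Assay system – human STAT1-deficient U3A cells with stable STAT3-luciferase reporter · Also added – IL-6 (33 ng/mL) · Schedule – compound 1 h, then IL-6 6 h at 37 °C · Technique – reporter luminescence signal · Evaluation – % activation versus median of IL-6-stimulated wells · Benchmarks – IL-6-only wells as 100% reference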
bIAP inhibitor: bovine intestinal alkaline phosphatase inhibitors, primary screen, selectivity assay for TNAP inhibitor project, biochemical, bovine IAP, CDP-star luminescence. alkaline phosphatase, intestinal [Bos taurus]. purified bovine IAP, 30 min. inhibition, % at 20 µM. 190,000 tested, under 10 active. AID 1019, 2008;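 active = over 50% inhibition of intestinal alkaline phosphatase at 20 µM in the single-dose screen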
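test system = bovine IAP enzyme | medium = DEA buffer 100 mM, pH 9.8, with MgCl2 1.0 mM, ZnCl2 0.02 mM | detection = luminescence | dosing = single compound dose of 20 µM, 2% DMSO final | incubation = 30 min reaction at room temperature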
STAT1 inh: STAT1 signaling inhibitors, primary screen, cell-based, HTS, luciferase reporter; inhibition, % at 5.5 µM; NIH 3T3 STAT1-luciferase reporter, IFN-gamma, luminescence; AID 920, 2007; actives 0.35% (n = 200,000);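 active = inhibition above a set limit, the mean inhibition across all tested compounds plus 3 SD, cut at about 34% in these data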;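 also: 0% = IFN-gamma with DMSO and 100% = IFN-gamma with 300 µM nifuroxazide; values of inactives mirror those of a sister screen read the other way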
PPARg SRC-3 ag: PPARgamma agonists recruiting SRC-3 coactivator, primary screen, biochemical | Peroxisome proliferator-activated receptor gamma (Homo sapiens), P37231 | biochemical PPARgamma/SRC-3 coactivator recruitment assay | activation, % at 8 µM | actives 0.26% (n = 200,000) | AID 731, 2007; in the data active = activation above about 23%;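 also: 0% = DMSO and 100% = reference agonist; some compounds past the cut are filed as inactive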
Target sequence (P37231 whole entry, looked up): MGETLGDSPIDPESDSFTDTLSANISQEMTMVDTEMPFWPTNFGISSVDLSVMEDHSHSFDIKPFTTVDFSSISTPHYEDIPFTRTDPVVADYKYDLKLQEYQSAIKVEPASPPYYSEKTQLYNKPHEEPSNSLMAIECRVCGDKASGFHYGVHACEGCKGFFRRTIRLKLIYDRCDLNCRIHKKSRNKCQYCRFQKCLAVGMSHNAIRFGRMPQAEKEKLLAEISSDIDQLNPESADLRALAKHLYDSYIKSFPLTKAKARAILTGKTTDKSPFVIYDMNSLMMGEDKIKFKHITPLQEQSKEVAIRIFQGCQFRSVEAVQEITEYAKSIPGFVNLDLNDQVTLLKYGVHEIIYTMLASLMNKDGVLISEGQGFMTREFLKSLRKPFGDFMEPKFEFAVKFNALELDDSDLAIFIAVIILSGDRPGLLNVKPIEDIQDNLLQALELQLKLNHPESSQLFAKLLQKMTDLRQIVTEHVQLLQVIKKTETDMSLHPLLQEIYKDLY
ROMK primary: ROMK potassium channel modulators, primary screen, cell-based, thallium flux, MLSMR library | ATP-sensitive inward rectifier potassium channel 1 (Homo sapiens), P48048 | Tet-inducible ROMK, thallium flux fluorescence; actives lie on both sides | B-score at 10 µM | actives 2% (n = 130,000) | AID 1918, 2009;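 active = signal ratio slope over the read window, or its plate-corrected B-score, at least 3 SD from the plate mean, either direction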;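 also: B-score of the F/F0 ratio slope over 7 to 12 s after thallium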
Target sequence (P48048 whole entry, looked up): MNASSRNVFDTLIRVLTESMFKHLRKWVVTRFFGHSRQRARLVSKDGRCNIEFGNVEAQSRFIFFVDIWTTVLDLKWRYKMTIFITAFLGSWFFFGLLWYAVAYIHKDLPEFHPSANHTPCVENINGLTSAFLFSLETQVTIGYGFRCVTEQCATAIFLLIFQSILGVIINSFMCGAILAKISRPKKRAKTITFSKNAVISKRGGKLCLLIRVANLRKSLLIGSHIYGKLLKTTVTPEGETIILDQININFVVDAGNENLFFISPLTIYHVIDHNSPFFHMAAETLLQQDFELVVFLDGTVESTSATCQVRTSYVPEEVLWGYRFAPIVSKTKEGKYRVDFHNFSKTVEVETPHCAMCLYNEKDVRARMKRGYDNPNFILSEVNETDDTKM
PPARg SRC1 recr: PPARgamma agonists recruiting SRC-1 coactivator, primary screen, biochemical | Peroxisome proliferator-activated receptor gamma (Homo sapiens), P37231 | PPARgamma-SRC-1 coactivator recruitment biochemical assay | activation, % at 8 µM | actives 0.41% (n = 200,000); in the data active = activation above about 19%;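 also: 0% = DMSO and 100% = reference agonist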
PPARg SRC2 recr: agonists of PPARg-SRC-2 recruitment, primary screen, biochemical, HTS. PPARgamma LBD-SRC-2 recruitment. activation, % at 8 µM. AID 1032, 2008. Peroxisome proliferator-activated receptor gamma (Homo sapiens), P37231. actives 0.34% (n = 200,000); in the data active = activation above about 22%;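 also: 0% = vehicle and 100% = reference agonist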
TR-FRET SRC-2 ct: TR-FRET signal artefacts, primary screen, artefact control for PPARgamma SRC-2 agonist project, biochemical; TR-FRET artefact counter-screen; hits give high values; TR-FRET ratio at 8 µM; actives 0.4% (n = 200,000); in the data active = TR-FRET ratio above about 2000; also: inactives centre near 1500
STAT3 inh: IL-6 driven STAT3 reporter inhibitors, primary screen, U3A cells, luciferase, luminescence, MLSCN library; IL-6 STAT3-luciferase reporter; host cell line lacks STAT1; actives 0.89% (n = 190,000); inhibition, % at 5.5 µM;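 active = inhibition above the mean inhibition across all screened compounds plus 3 SD, cut at about 44% in these data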;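 also: 0% = DMSO only wells and 100% = 100 µM nifuroxazide control wells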
bIAP activator: bovine intestinal alkaline phosphatase activators, primary screen, biochemical, bovine IAP, CDP-star luminescence. AID 1016, 2008. activation factor at 20 µM. actives 0.17% (n = 200,000). purified bovine IAP, 30 min; hits give high values; fold of DMSO-control signal, blank-subtracted;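 active = activation factor of 2 or more at 20 µM, a signal rise over negative controls twice the positive control's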
An asterisk follows results filed as active; nt = no result given.

Values in the order – TNAP act hiacc | STAT3 activator | bIAP inhibitor | STAT1 inh | PPARg SRC-3 ag | ROMK primary | PPARg SRC1 recr | PPARg SRC2 recr | TR-FRET SRC-2 ct | STAT3 inh | bIAP activator
CC(=O)N1CCc2cc(S(=O)(=O)CCC(=O)NCc3ccc4c(c3)OCO4)ccc21
 : 1.1 | 92.5 | -2.0 | -0.3 | -3.8 | -0.266 | -3.9 | -4.7 | 1562 | 12.1 | 1
Cc1cc(=O)[nH]c(SCC(=O)c2ccc(C(C)C)cc2)n1
 : 1 | 104.2 | -5.4 | 3.4 | 7.0 | nt | 1.8 | 8.0 | 1625 | 0.8 | 1.1
NC(=O)c1cnn(-c2ccc3ccccc3c2)c1N
 : 1.1 | 114.8 | 0.6 | -16.7 | 0.4 | 0.685 | -3.4 | -0.8 | 1731 | -10.0 | 1
CC1=C(C(=O)OCc2ccccc2)C(c2ccc(-c3ccccc3)cc2)NC(=O)N1CCCCCC(=O)O (stereo unspecified)
 : 1 | 100.0 | 29.6 | -0.7 | -1.0 | 1.32 | 7.1 | 5.3 | 1603 | -2.8 | 0.7
CN(Cc1ccccc1)S(=O)(=O)c1ccc2c(c1)NC(=O)CC(=O)N2
 : 1 | 98.1 | -6.7 | -0.2 | -1.4 | 0.021 | -0.2 | -4.8 | 1320 | -0.2 | 1.1
Cc1nn(Cc2ccc(F)cc2)c(C)c1NC(=O)c1cc(-c2ccc3c(c2)OCO3)on1
 : 1 | 80.7 | 5.6 | 16.9 | 1.6 | nt | 6.1 | 3.5 | 1768 | 26.8 | 0.9
Cc1ccc(S(=O)(=O)NC2=NCN(C3CCN(Cc4ccccc4)CC3)CN2)cc1
 : 1 | 92.4 | 16.2 | -3.2 | -11.9 | 1.72 | -0.8 | -16.2 | 1422 | 14.1 | 0.8
Cc1ccc(N(CN2CCCC2=O)C(=O)c2ccc(OC(C)C)cc2)cc1
 : 1.1 | 97.7 | -6.1 | 11.6 | -6.1 | 0.629 | 3.4 | -12.0 | 1397 | 5.7 | 1.1
Cc1ccc(C(=O)Nc2ccc(N3CCOCC3)nc2)cc1
 : 1 | 84.5 | -4.7 | -11.0 | 6.8 | nt | 3.1 | -1.5 | 1592 | 21.6 | 1
COC(=O)CNC(=O)CN1C(=O)N(c2ccc(Cl)cc2)C(N(O)C(=O)Nc2ccc(Cl)cc2)C1(C)C (stereo unspecified)
 : 1 | 103.9 | -4.0 | -4.8 | -8.6 | nt | -3.4 | -3.8 | 1370 | -0.5 | 1
COc1cccc(C(=O)NNC(=O)c2ccccc2-n2cccc2)c1
 : 1 | 100.1 | -31.0 | 0.5 | 2.2 | 1.24 | 0.2 | 1.1 | 1519 | 3.6 | 1.3
COc1ccccc1N1CCN(/N=C\c2ccc(C)o2)CC1
 : 1.1 | 93.4 | 7.9 | -28.7 | 5.5 | 0.57 | -0.3 | -1.1 | 1406 | 14.0 | 0.9
COc1ccccc1NC(=O)CN(C)S(=O)(=O)c1ccc2c(c1)CCC(=O)N2
 : 1 | 94.2 | 3.6 | 3.7 | -15.5 | nt | -0.3 | -9.5 | 1278 | 15.2 | 1
CCCCOCCCNC(=O)CC(C)c1ccccc1 (stereo unspecified)
 : 1 | 102.8 | 6.4 | 10.8 | 6.7 | 1.29 | 2.8 | 1.5 | 1767 | -2.9 | 0.9
C/C(CCc1ccccc1)=N/NC(=O)C(=O)NCc1ccccc1
 : 1 | 102.7 | -19.3 | -12.4 | -0.3 | 0.623 | -4.5 | 0.9 | 1463 | 4.2 | 1.2
O=C(NCc1cccc(Cl)c1)C1CCCO1 (stereo unspecified)
 : 1 | 104.2 | 8.4 | 1.9 | -0.8 | 0.0686 | -3.6 | 3.8 | 1468 | -0.2 | 0.9
Cn1cc(SCC(=O)Nc2ccc3c(c2)OCO3)c2ccccc21
 : 1 | 93.7 | 26.5 | 18.0 | -6.6 | nt | -2.2 | -3.5 | 1634 | 16.1 | 0.7
Fc1ccc(CSc2nnc(CN3CCOCC3)n2-c2ccccc2)c(Cl)c1
 : 1.1 | 93.5 | 3.4 | -0.7 | -5.4 | 0.146 | 4.4 | 12.1 | 1672 | 6.4 | 1
CCCC1=Nc2cc(C(=O)NCCCOC(C)C)ccc2Sc2ccccc21
 : 1 | 98.0 | 3.4 | 10.0 | 6.9 | 1.86 | 4.5 | 7.7 | 1584 | 8.1 | 1
Cc1cccc(C)c1N1C(=O)CC(N(O)c2ccccc2)C1=O (stereo unspecified)
 : 1 | 101.5 | 15.0 | 8.3 | 10.7 | -1.6 | -2.0 | 7.5 | 1647 | 0.9 | 0.8

Structures listed so far with fluorine, in the order listed:
Values in the order – TNAP act hiacc | STAT3 activator | bIAP inhibitor | STAT1 inh | PPARg SRC-3 ag | ROMK primary | PPARg SRC1 recr | PPARg SRC2 recr | TR-FRET SRC-2 ct | STAT3 inh | bIAP activator
Cc1nn(Cc2ccc(F)cc2)c(C)c1NC(=O)c1cc(-c2ccc3c(c2)OCO3)on1
 : 1 | 80.7 | 5.6 | 16.9 | 1.6 | nt | 6.1 | 3.5 | 1768 | 26.8 | 0.9
Fc1ccc(CSc2nnc(CN3CCOCC3)n2-c2ccccc2)c(Cl)c1
 : 1.1 | 93.5 | 3.4 | -0.7 | -5.4 | 0.146 | 4.4 | 12.1 | 1672 | 6.4 | 1

(more compounds)
Values in the order – TNAP act hiacc | STAT3 activator | bIAP inhibitor | STAT1 inh | PPARg SRC-3 ag | ROMK primary | PPARg SRC1 recr | PPARg SRC2 recr | TR-FRET SRC-2 ct | STAT3 inh | bIAP activator
Cc1ccc(NC(=S)N(CCCN2CCN(C)CC2)Cc2cccs2)cc1
 : 1 | 95.3 | -0.2 | 3.9 | 0.6 | -0.134 | 0.6 | 2.0 | 1612 | 6.9 | 1
c1ccc(C[n+]2c(-c3ccccc3)csc2Nc2ccccc2)cc1
 : 1 | 77.7 | 0.4 | -3.6 | 2.1 | nt | 3.5 | 3.2 | 1512 | 28.1 | 1
CC(=O)O/N=C(/C)c1ncc(C(F)(F)F)cc1N1CCOCC1
 : 1.1 | 97.1 | 9.4 | -3.0 | -8.5 | 1.32 | -5.8 | 3.2 | 1340 | 10.1 | 0.9
O=C(CN1CCC(Cc2ccccc2)CC1)NC(=O)NCc1ccco1
 : 1 | 105.9 | -5.9 | -5.3 | -9.9 | nt | 3.6 | 3.3 | 1302 | -1.2 | 1.1
COCCCn1c(SCC(=O)OC2CCCCC2)nnc1-c1cccs1
 : 1.1 | 97.3 | 0.7 | -6.9 | -9.2 | nt | -11.6 | -4.8 | 1498 | 9.3 | 1
CCCCN(CCCC)C(=S)N/N=C/c1c(C)[nH]n(-c2ccccc2)c1=O
 : 1.1 | 109.3 | 1.6 | -6.6 | 4.4 | nt | 5.5 | -7.0 | 1296 | -6.6 | 1
COc1ccc(/C=N/n2cnn(Cc3ccccc3Cl)c2=S)cc1
 : 1.1 | 98.3 | -12.0 | -7.6 | -6.2 | 0.0753 | -2.1 | -3.9 | 1452 | 4.4 | 1.1
CC(C)NC(=O)NC(=O)COC(=O)C1(C)CC1(Cl)Cl (stereo unspecified)
 : 1 | 80.3 | -14.6 | 1.0 | 0.1 | 0.0886 | -2.1 | -2.8 | 1666 | 28.9 | 1.1
CC(C)(C)NC(=O)CSc1nc(-c2ccccc2)c(-c2ccccc2)[nH]1
 : 1.1 | 99.8 | 8.1 | 6.7 | -1.4 | -0.743 | 3.9 | 5.0 | 1598 | 0.5 | 0.9
Cc1ccc(C(=O)CSc2nnc(C)s2)cc1
 : 1 | 102.3 | -2.8 | -10.2 | 1.1 | 0.0124 | 3.2 | 11.9 | 1570 | -1.4 | 1
COc1cccc(OCc2nnc(SCC(=O)NCc3ccco3)n2CCc2ccccc2)c1
 : 1 | 105.6 | -5.4 | 3.2 | 4.6 | nt | 6.8 | 4.0 | 1488 | -0.5 | 1.1
CCc1c(C)nc2ncnn2c1N1CCC(C(=O)NCc2cccs2)CC1
 : 1 | 89.8 | -1.4 | 23.5 | 2.8 | -0.0102 | 5.1 | 8.6 | 1804 | 13.8 | 1
O=C(NCc1ccccc1)Nc1cccn(Cc2ccc(F)cc2)c1=O
 : 1 | 93.5 | 0.3 | -10.5 | -4.2 | 0.692 | 1.2 | -2.5 | 1496 | 11.8 | 1
COc1ccc(C(CC(=O)NCc2ccccc2)Sc2n[nH]c(-c3ccccc3)n2)cc1 (stereo unspecified)
 : 1 | 103.6 | 0.6 | 0.3 | -0.3 | nt | 1.1 | 11.0 | 1681 | -9.6 | 1
CCOC(=O)C1=NN(c2ccc(F)cc2)C2=NC(C)=C(C(=O)OC)C(c3cccs3)N12 (stereo unspecified)
 : nt | 98.0 | nt | -1.5 | -5.1 | 1.22 | -1.1 | -0.2 | 1349 | 3.4 | nt
COc1ccc(CCNC(=O)C2CCCN(S(C)(=O)=O)C2)cc1OC (stereo unspecified)
 : 1 | 97.0 | -2.2 | 2.6 | -8.1 | -0.794 | 5.2 | 5.8 | 1506 | 4.7 | 1
Cc1c(C(=O)N2CCCCC2)sc(NC(=O)C(C)C)c1C#N
 : 1.1 | 102.9 | 14.7 | 1.4 | 2.6 | nt | -5.0 | -3.4 | 1460 | 1.8 | 0.9
COC(=O)CSC1=C(C#N)C(c2ccccc2OC)C(C(=O)OC)C(=O)N1 (stereo unspecified)
 : 1 | 97.4 | 4.2 | 7.1 | -0.5 | 0.144 | -9.4 | 3.7 | 1626 | 6.1 | 1
CNC(=O)C1C2C=CC3(O2)C1C(=O)N(C1CC1)C3C(=O)NCc1ccc(OC)cc1 (stereo unspecified)
 : 1 | 91.3 | 10.7 | -0.1 | 10.2 | 0.774 | 3.3 | 9.3 | 1548 | 9.6 | 0.9
COc1ccc(C=NCC2COc3ccccc3O2)cc1OC (stereo unspecified)
 : 1 | 104.2 | 3.5 | -4.2 | -7.5 | -0.292 | 3.2 | 4.8 | 1451 | 1.3 | 1

An excerpt from above with just PPARg SRC1 recr and bIAP activator:
compound | PPARg SRC1 recr | bIAP activator
Cc1ccc(NC(=S)N(CCCN2CCN(C)CC2)Cc2cccs2)cc1 | 0.6 | 1
CCCCN(CCCC)C(=S)N/N=C/c1c(C)[nH]n(-c2ccccc2)c1=O | 5.5 | 1
